MBNL1 CUG block: blocks human MBNL1 binding to CUG repeat RNA. Q9NR56. TR-FRET MBNL1-His/biotin-(CUG)12 binding, 665/545 ratio. Potency, µM (series often up to 57.5 µM), for the others: at the top dose activity change, negative = inhibition, usual class: inhibitors. 0.036% of 280,000 active. AID 2675; active means well fitted inhibition curve with a large enough effect in the signal ratio, with a control signal flat, not every such curve was filed as active; inconclusive means small, poorly fitted or top-dose-only effect, or effect the other way, or a change in a side signal; inactive means no such curve, though single readings can be large or run the other way; the % refers to the signal ratio; further: on the % scale 0 is the no-effect control and ±100 the full control effect
Target sequence (Q9NR56 whole entry, looked up): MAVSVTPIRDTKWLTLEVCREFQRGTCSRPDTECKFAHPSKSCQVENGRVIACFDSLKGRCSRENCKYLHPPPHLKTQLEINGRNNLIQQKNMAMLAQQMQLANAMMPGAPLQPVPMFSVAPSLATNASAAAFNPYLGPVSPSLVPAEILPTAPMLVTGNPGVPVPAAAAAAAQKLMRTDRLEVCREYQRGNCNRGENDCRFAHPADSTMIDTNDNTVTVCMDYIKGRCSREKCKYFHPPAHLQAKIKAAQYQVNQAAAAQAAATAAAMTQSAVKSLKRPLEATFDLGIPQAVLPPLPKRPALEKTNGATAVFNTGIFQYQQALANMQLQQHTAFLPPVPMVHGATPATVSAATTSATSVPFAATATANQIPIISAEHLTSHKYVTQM
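TR-FRET between His-tagged MBNL1 and biotin-(CUG)12 RNA, detected with Tb anti-His antibody (0.055 ng/ul) and streptavidin-XL665 (5 nM), 60 min at room temperature. Compounds titrated 92 nM to 58 uM; 665/545 nm ratio normalized to buffer and complex controls.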
p53 reactivation: restores transcriptional activity of mutant p53. H1299 p53-A138V BP100-luciferase reporter, luminescence, 24 h. Potency, µM (series often up to 92.2 µM), for inactives: top-dose activity change, positive = activation, most hits filed as activators. 0.063% of 320,000 active; further: % of control where 0% means no effect; nearly all actives have a fitted effect of over 45% in size
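H1299 (p53-null), stable ts p53-A138V + BP100-Luc; 1000 cells/well, Opti-MEM/10% FBS; cpd 4 pt, 1:5; 24 h, 37 deg C, 5% CO2; detection reagent 10 min RT; luminescence.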
Rab9 prom act: Rab9 promoter activation. Potency, µM (titrated, usually from 9.22 µM), without a hit: at the top dose activation, negative = inhibition, actives largely listed as activators. AID 485297. 2.8% of 320,000 active. Huh7 Rab9 promoter-luciferase reporter, luminescence, 24 h; further: % of control where 0% means no effect; nearly all actives have a fitted effect of over 60% in size
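Luminescence from Amplite-detected luciferase (10 minutes, ambient) reports Rab9 promoter activation. Before that, stable Rab9-luciferase Huh7 cells (1500/well, reduced-serum OP-MEM I plus 10% FBS) were exposed to compound for 24 hours at 37C.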
ELG1 genotoxic: induces genotoxicity in HEK293T cells with luciferase-tagged ELG1; HEK293T ELG1-luciferase reporter, luminescence, 16 h; Potency, µM (top dose mostly 46 µM), inactives show at the highest dose activity change, positive = activation, hits mostly activators; 1.3% of 330,000 active; further: % of control where 0% means no effect; nearly all actives have a fitted effect of over 60% in size
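16 hr compound incubation (37 °C, 5% CO2) of HEK293T cells carrying luciferase-tagged ELG1; luciferase then measured by ONE-Glo luminescence after 30 min at RT.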
Gal4-VP16 FLuc: inhibits Gal4-VP16 luciferase reporter, ROR gamma counter-screen. Drosophila S2 Gal4-VP16 UAS-luciferase, luminescence, 20 h. Potency, µM (series often up to 53.6 µM), for the others: top-dose activity, negative = inhibition, actives largely listed as inhibitors. 3.5% of 310,000 active. AID 2546;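 further: Gal4-VP16 expression switched on by copper sulfate through the metallothionein promoter; on the % scale 0 is the no-effect control and ±100 the full control effect; nearly all actives have a fitted effect of over 50% in size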
uPA generation: cell surface uPA generation inhibition; cell surface uPA generation assay, qHTS; Potency, µM (titrated, usually from 38.3 µM), for the others: at the top dose activity change, negative = inhibition, most hits filed as inhibitors; 0.31% of 330,000 active; active means well fitted inhibition curve with a large enough effect; inconclusive means small, poorly fitted or top-dose-only effect; inactive means no such curve, though single readings can be large or run the other way; tested in mouse RAW 264.7 cells; further: on the % scale 0 is the no-effect control and ±100 the full control effect; nearly all actives have a fitted effect of over 55% in size
BRCA1 expr up: activators of BRCA1 expression; AID 624202; MCF7-BRCA1-FFLuc reporter, luminescence, 48 h; response scale: scaled: vehicle 0%, 10 µM genistein 100%; Potency, µM (doses to about 46.1 µM), for inactives: at the highest dose activation, usual class: activators; 1.1% of 380,000 active; further: nearly all actives have a fitted effect of over 80% in size; some results filed as inactive show a strong effect at the top dose
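Activators of BRCA1 expression were detected as increased firefly luciferase luminescence in engineered MCF7 cells after 48 h compound incubation. Signals were scaled to genistein 10 microM as full activation.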
FLuc counter: firefly luciferase modulation, counter-screen for miR-21 project; P08659; purified FLuc, Km substrates, luminescence inhibition; Potency, µM (titrated, usually from 57.5 µM), without a hit: top-dose activity change, negative = inhibition, hits mostly inhibitors; 6.9% of 360,000 active;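 further: plate controls were vehicle for no effect and reference inhibitor for full effect; nearly all actives have a fitted effect of over 55% in size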
Target sequence (P08659 whole entry, looked up): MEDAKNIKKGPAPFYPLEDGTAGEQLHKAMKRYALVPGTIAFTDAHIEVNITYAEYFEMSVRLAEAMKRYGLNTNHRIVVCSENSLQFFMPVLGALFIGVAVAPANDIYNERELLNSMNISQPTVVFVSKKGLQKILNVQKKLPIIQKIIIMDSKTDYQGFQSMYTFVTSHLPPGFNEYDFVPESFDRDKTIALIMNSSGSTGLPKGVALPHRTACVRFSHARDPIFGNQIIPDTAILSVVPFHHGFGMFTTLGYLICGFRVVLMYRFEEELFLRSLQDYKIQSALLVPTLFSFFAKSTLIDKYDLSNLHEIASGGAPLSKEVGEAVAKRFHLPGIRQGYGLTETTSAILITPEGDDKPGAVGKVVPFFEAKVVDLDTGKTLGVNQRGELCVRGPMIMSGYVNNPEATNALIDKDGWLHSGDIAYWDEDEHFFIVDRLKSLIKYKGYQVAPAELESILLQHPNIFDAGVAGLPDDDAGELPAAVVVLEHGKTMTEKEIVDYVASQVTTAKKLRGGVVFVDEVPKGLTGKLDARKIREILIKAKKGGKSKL
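Purified P. pyralis luciferase (10nM final) with 10uM D-luciferin and 10uM ATP (Km levels) in 50mM Tris acetate pH 7.5, 10mM Mg acetate, 0.01% Tween-20, 0.05% BSA; qHTS 6-point titration, ~60 µM downward; luminescence read.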
NPC1 prom act: NPC1 promoter activation | Huh7 NPC1 promoter luciferase reporter, 24 h | Potency, µM (series often up to 9.22 µM), for inactives: at the highest dose activation, most hits filed as activators | 2.4% of 320,000 active | AID 485313;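 further: % of control where 0% means no effect; nearly all actives have a fitted effect of over 60% in size; reporter is driven by a mutant NPC1 promoter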
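Huh7 cells stably carrying NPC1 promoter–luciferase, plated in Opti-MEM with 10% FBS for 2 h, were exposed to compound in DMSO for 24 h at 37 °C; luciferase reagent was added for 10 min and luminescence read.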
RORg inh: inhibitors of mouse ROR gamma transcriptional activity; 5.4% of 310,000 active; Drosophila S2 Gal4-RORgamma UAS-luciferase reporter, 20 h; AID 2551; Potency, µM (doses to about 53.6 µM), without a hit: at the top dose activity change, negative = inhibition, actives largely listed as inhibitors; P51450; further: on the % scale 0 is the no-effect control and ±100 the full control effect; nearly all actives have a fitted effect of over 60% in size
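Drosophila S2 cells stably expressing Gal4-DBD/mouse RORγ fusion under metallothionein promoter plus UAS-luciferase; compound 1 h, then 700 uM CuSO4 induction for 20 h at ambient temperature; inhibition read as reduced luminescence.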
CXXC DNA block: MLL CXXC-DNA interaction inhibition; MLL-CXXC / FITC-HOXA9 DNA fluorescence polarization; Potency, µM (top dose mostly 115 µM), inactives show top-dose activity change, negative = inhibition, actives largely listed as inhibitors; 0.037% of 290,000 active; active means well fitted inhibition curve with a large enough effect in the polarisation, with a control signal flat, not every such curve was filed as active; inconclusive means small, poorly fitted or top-dose-only effect, or effect the other way, or a change in a side signal; inactive means no such curve, though single readings can be large or run the other way; the % refers to the polarisation
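Fluorescence polarization: 7 uM MLL-CXXC (stock) preincubated 5 min with compounds, then 50 nM fluorescein-HOX-A9 DNA (stock) added; 30 min ambient. Buffer 50 mM Tris-HCl pH 7.5, 50 mM NaCl, 1 mM DTT, 0.05% BSA.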
The depositor's hits bear a star; ? = inconclusive; nt = no result given; [ ] = dose if it differs, or a comment. Unless noted, the call rests on the fitted dose curve; in most records, active means well fitted curve in the direction sought with a large enough effect; inconclusive means small, poorly fitted or top-dose-only effect, or another doubt; inactive means no such curve, though single readings can be large; an effect the other way counts as inactive or inconclusive. Potency means the concentration at half of the fitted maximal effect. Only part of the results is shown. The share of hits here may be higher or lower than overall.

SMILES	MBNL1 CUG block	p53 reactivation	Rab9 prom act	ELG1 genotoxic	Gal4-VP16 FLuc	uPA generation	BRCA1 expr up	FLuc counter	NPC1 prom act	RORg inh	CXXC DNA block
COC(=O)C1=C(C)Nc2c(c(=O)n(C)c(=O)n2C)C1c1ccc(C)cc1 (configuration not stated)	-7%	-2%	9%	?	-3%	nt	-33%	-3%	-4%	31%	1%
Cc1cc(C(=O)Nc2c(F)cc(F)cc2Br)cs1	-4%	-7%	5%	1%	6%	3%	24%	-1%	5%	5%	-11%
CCCC[C@]12Cc3cc(C#N)ccc3C(O1)c1c(c3ccccc3oc1=O)O2	-10%[11.5 µM]	nt	-4%[1.84 µM]	nt	-7%[10 µM]	nt	nt	3%[11.5 µM]	3%[1.84 µM]	-14%[10 µM]	-7%[23 µM]
CCOc1ccc(S(=O)(=O)NCCC(=O)NC(C)CCc2ccccc2)cc1 (configuration not stated)	nt	-6%	3%	-3%	nt	6%	-7%	-2%	-1%	nt	nt
CSCCC(NS(=O)(=O)c1ccc(Cl)cc1)C(=O)OCC(=O)N1CCCc2ccccc21 (configuration not stated)	-6%	4%	-1%	-1%	11%	-1%	-23%	1%	0%	40%	5%
CCCCNC(=O)COC(=O)c1ccc(F)cc1Cl	-13%	7%	1%	8%	-7%	3%	0%	-10%	1%	?	-3%
Cc1cccc(N2CN(Cc3ccco3)CNC2=S)c1C	15%	-2%	-3%	0%	11µM*	4%	11%	4%	1%	7.1µM*	-1%
CCCC(=O)NC(NC(=S)Nc1ccc(N=Nc2ccccc2)cc1)C(Cl)(Cl)Cl (configuration not stated)	5%	?	-7%	-7%	?	-9%	-84%	2%	-4%	?	4%
COc1ccc(C(=O)NC(=S)N2CCC(C)CC2)cc1	1%	8%	13%	0%	4µM*	-1%	0%	2%	0%	1.4µM*	6%
COC(=O)C1=C(C)Nc2nnnn2C1c1ccc(Cl)cc1Cl (configuration not stated)	-10%	6%	-8%	0%	-3%	-1%	-33%	4%	-1%	-22%	0%
O=C(COC(=O)CCc1ccc(S(=O)(=O)N2CCOCC2)cc1)NC1CCCCCC1	nt	-11%	-2%	-1%	0%	10%	-7%	-2%	-4%	-22%	-1%
Oc1cccc(/C=N/c2c(-c3ccco3)nc3ccccn23)c1	?	?	?	?	-1%	-23%	57%	6µM*	?	?	3%
COc1ccc(CCNc2c3ccccc3nc3ccccc23)cc1OC	?	0%	-11%	7%	?	-5%	-80%[inhibitor]	-1%	-8%	-29%	-8%
O=C(COc1ccc(Cl)cc1Cl)N(Cc1ccco1)C1CCS(=O)(=O)C1 (configuration not stated)	-5%	-4%	4%	-2%	1%	3%	9%	-3%	-3%	18%	-1%
Cc1ccc(S(=O)(=O)NCC(=O)N/N=C/c2ccc(Cl)cc2)cc1	nt	-4%	0%	2%	-6%	21%	-11%	-10%	0%	0%[10 µM]	-2%
O=C(N/N=C/c1cccc(Oc2ccc([N+](=O)[O-])cc2[N+](=O)[O-])c1)c1cncc(Br)c1	14%	-7%	7%	-4%	?	-10%	-49%	-3%	-1%	?	12%
COc1ccc(-c2ccc(/C=C3\C(=O)N(c4ccccc4)N=C3c3ccccc3)o2)c([N+](=O)[O-])c1	-7%	-4%	-3%	0%	-8%	-2%	-13%	-12%	1%	-17%	-5%
Cc1ccc(NC(=S)NN2CCN(C)CC2)cc1	nt	-2%	-5%	1%	0%	0%	-1%	-3%	-2%	-12%	12%
COc1cccc(NC(=O)NC(C)C2CC3CCC2C3)c1 (configuration not stated)	0%	?	0%	-7%	3%	4%	0%	?	0%	19%	-5%
COc1ccc(NC(=O)CCCN2C(=O)/C(=C\c3ccco3)SC2=S)cc1	35%[activator]	?	-4%	-4%	?	-14%	-77%[inhibitor]	-1%	-3%	11µM*	9%
C/C(=N\NC(=O)c1nnn(-c2nonc2N)c1CN(C)c1ccccc1)c1cccnc1	0%	-16%	-1%	-3%	-7%	-9%	-40%	-1%	1%	-1%	-13%
COc1ccccc1Sc1nc(-c2ccccc2)ncc1OC	0%	1%	1%	0%	1%	3%	-17%	5%	-4%	8%	-7%
CC(=O)c1c(C)[nH]c(C(=O)OCC(=O)C(C)(C)C)c1C	0%	2%	0%	6%	16%	-3%	-14%	-2%	2%	13%	-1%
COc1ccc(-c2nncnn2)cc1	14%	17%	26%	-1%	-17%	-3%	29%	-7%	-4%	0%	3%
COc1ccc(OC)c(NC(=O)CSc2nnnn2C2CCCC2)c1	-6%	-10%	2%	0%	-3%	0%	-6%	0%	1%	9%	5%
COc1cc(C(=O)O)cc(OC)c1OCc1cc(C(=O)O)oc1C	3%	3%	-8%	-1%	2%	5%	1%	0%	-5%	-16%	-1%
COc1ccc(/C=N/NC(=O)c2ccncc2)cc1CN1CCOCC1	9%	-2%	-8%	0%	-1%	1%	-13%	-2%	1%	-16%	1%
O=C(NCCc1ccccc1)c1n[nH]c(=O)c2ccccc12	1%	10%	?	17%	-13%	0%	?	-10%	2%	6%	1%
COc1ccc(-c2nc(NC(=O)c3cc(C(C)(C)C)nn3C)sc2C)cc1	9%	19%	-3%	-9%	-11%	nt	-50%	-8%	-5%	?	-1%
O=C(CSc1nnnn1-c1ccccc1)Nc1ncc(Cc2cccc(Cl)c2Cl)s1	-2%	-2%	2%	3%	-17%	6%	-2%	3%	-4%	-4%	-2%
Cc1cc(C)cc(C(=O)OCC(=O)N2CCCCCC2)c1	nt	-3%	1%	1%	nt	2%	1%	-9%	5%	nt	nt
Cn1c(SCC(=O)NC2CCCCCC2)nnc1-c1cccs1	2%	3%	-1%	4%	4%	5%	10%	1%	2%	12%	-12%
O=C1N/C(=C/c2cccn2-c2ccccc2)C(=O)N1Cc1ccc(F)cc1	10%	-3%	0%	0%	10µM*	-5%	-13%	0%	-3%	30%	10%
O=C(CNc1cccc(C(F)(F)F)c1)N/N=C/c1cn(-c2ccccc2)nc1-c1ccccc1	-14%	3%	1%	?	?	7%	-59%	-10%	-6%	?	-1%
CN(Cc1c(C(=O)N/N=C/c2cccc(F)c2)nnn1-c1nonc1N)c1ccccc1	-6%	nt	-7%	-2%	-5%	14%	-34%	1%	2%	-15%	11%
CCCCN(C(=O)C1CCC1)c1c(N)n(Cc2ccccc2)c(=O)[nH]c1=O	nt	2%	-2%	-1%	nt	2%	4%	3%	2%	nt	nt
CC(=O)c1c(C)[nH]c(C)c1C(C)=O	5%	-5%	12%	-3%	-16%	-3%	1%	2%	-4%	3%	-1%
O=[N+]([O-])c1cccc(NC(=S)N2CCOCC2)c1	?	5%	8%	-4%	-6%	6%	-10%	1%	-4%	-9%	4%
COc1cccc(NC(=O)CN(C)C(=O)c2ccccc2CCc2ccccc2)c1	-3%	-12%	1%	-20%	-5%	-5%	-40%	1%	-8%	30%	10%
CC(C)N(Cc1ccccc1)C(=O)c1cccs1	0%	11%	-4%	-2%	6%	11%	0%	-1%	-2%	-4%	4%
COc1ccc(CN(Cc2ccc(C(=O)O)cc2)C(=S)Nc2ccccc2C)cc1OC	-6%	-2%	-6%	0%	2%	16%	-2%	-3%	1%	-28%	0%
Cc1nc([N+](=O)[O-])cn1CC(=O)c1ccc(Br)cc1	nt	5%	0%	-1%	nt	-2%	7%	-3%	-3%	nt	nt
O=C(Nc1ccc2c(c1)OCO2)c1cc(Cl)ccn1	nt	?	1.3µM*	?	nt	-4%	?	4.8µM*	1.8µM*	nt	nt
COc1ccccc1C1C=C(c2ccccc2)Nc2nnnn21 (configuration not stated)	-6%	?	24%	10%	4%	-16%	-55%	-18%	-2%	-9%	12%
Cc1cc2cc3c(cc2nc1SCC(=O)OC(C)C)OCCO3	26%	8%	-2%	7%	14%	-1%	-29%	-1%	1%	-1%	10%
NS(=O)(=O)c1ccc(NC2=CC(=O)C(=O)c3ccccc32)cc1	?	-5%	3%	-17%	?	4%	-58%	-8%	2%	10µM*	?
Cc1ccc(S(=O)(=O)CC(=O)c2ccc3c(c2)OCCO3)cc1	nt	?	?	0%	-22%	-1%	-7%	13µM*	?	10%	0%
CCOC(=O)CNc1ncc([N+](=O)[O-])cc1C#N	?	-3%	-6%	4%	3%	2%	-7%	5%	1%	7%	7%
O=C(NCc1ccco1)C(c1cccs1)N(Cc1ccccc1)C(=O)Cn1nnc2ccccc21 (configuration not stated)	1%	4%	-1%	0%	-17%	-3%	-31%	0%	2%	?	?

Screening results: PubChem BioAssay, National Center for Advancing Translational Sciences (NCATS)
